# High-throughput results (PubChem BioAssay)
# RAD54 branch: RAD54 (human) branch migration inhibition. AID 602329. RAD54 Holliday junction branch migration, FAM/BHQ fluorescence. inhibition, % at 10.4 µM. Q92698. 0.14% of 360,000 active;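 active means mean normalized replicate activity at least 40 and at least half of replicates scoring 40 or more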;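 further: 0% = median of neutral control wells and 100% = median of positive control wells; inhibitors cause a drop in the FAM fluorescence signal; in these data hits start at about 50%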
# Target sequence (Q92698 whole entry, looked up): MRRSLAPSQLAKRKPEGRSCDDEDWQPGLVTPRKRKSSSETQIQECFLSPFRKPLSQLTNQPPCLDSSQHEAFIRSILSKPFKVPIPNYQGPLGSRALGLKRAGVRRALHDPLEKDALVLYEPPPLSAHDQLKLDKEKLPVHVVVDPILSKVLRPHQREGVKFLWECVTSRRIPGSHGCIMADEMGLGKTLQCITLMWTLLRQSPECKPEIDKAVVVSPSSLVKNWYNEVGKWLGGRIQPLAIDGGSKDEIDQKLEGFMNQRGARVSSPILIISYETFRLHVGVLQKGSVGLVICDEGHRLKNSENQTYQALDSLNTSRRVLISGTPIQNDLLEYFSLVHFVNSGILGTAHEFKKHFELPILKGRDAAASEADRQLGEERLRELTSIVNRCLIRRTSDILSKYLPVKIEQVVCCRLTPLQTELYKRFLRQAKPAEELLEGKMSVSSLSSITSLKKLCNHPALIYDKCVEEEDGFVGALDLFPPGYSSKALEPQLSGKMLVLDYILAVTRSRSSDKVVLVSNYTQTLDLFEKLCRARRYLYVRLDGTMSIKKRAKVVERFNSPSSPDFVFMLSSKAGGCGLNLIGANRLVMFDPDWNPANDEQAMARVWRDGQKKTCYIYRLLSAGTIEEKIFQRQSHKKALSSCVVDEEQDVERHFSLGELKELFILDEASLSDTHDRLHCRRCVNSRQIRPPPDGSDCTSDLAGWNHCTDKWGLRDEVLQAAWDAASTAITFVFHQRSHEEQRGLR
# * = called active by the depositor.
SMILES,RAD54 branch
CC(=C1C(=O)c2ccccc2C1=O)N1CCN(c2ccccn2)CC1,11.2
COc1ccc(C(=O)NC(C)c2nnc(SCC(=O)Nc3nc(C)cs3)n2C)cc1 (configuration not stated),-14.6
CCOC(=O)c1[nH]c(C)c(CN(Cc2ccco2)C(=O)C(F)(F)F)c1C,-2.0
Cc1nc2c(n1C1CCCCC1)C(=O)c1ccccc1C2=O,1.2
COc1ccc(N2CCN(C(CNS(=O)(=O)c3cccs3)c3cccnc3)CC2)cc1 (configuration not stated),-11.6
C=CCNc1nc(-c2cccc(OC)c2O)nc2ccccc12,0.5
CN1CCCC1CCNS(=O)(=O)c1ccc(Br)cc1 (configuration not stated),-7.5
COc1ccc(CCNC(=O)CNCC2CCCO2)cc1OC (configuration not stated),-8.8
Cc1cc(C)c2[nH]c(=O)c(C(c3nnnn3CC3CCCO3)N3CCCC(C)C3)cc2c1 (configuration not stated),-19.8
CC(=O)N(c1ccc(N(C(C)=O)S(=O)(=O)c2cccs2)cc1)S(=O)(=O)c1cccs1,-12.8
Cc1ccc(-c2nnc(SCC#CCOC(=O)c3ccco3)o2)cc1,-1.4
COc1ccc(Cl)cc1S(=O)(=O)Nc1cccc(C(=O)O)c1,-12.8
N#CC1=C(SCc2ccccc2)NC2=C(C(=O)CCC2)C1c1ccc2c(c1)OCO2 (configuration not stated),-8.3
CCC(C)(CC(=O)N(C)CCC#N)c1ccccc1 (configuration not stated),-2.4
COc1ccc(-c2nnc(SC(=O)N3c4ccccc4Sc4ccccc43)o2)cc1,14.5
O=C(NCCC1=CCCCC1)c1coc(=O)c(Br)c1,-1.9
CC(=O)Nc1ccc2c(c1)nc1n2CCOC1,3.1
CC(C)C(c1nnnn1C1CCCCC1)N1CCCc2ccccc21 (configuration not stated),-5.7
CCN1C(=O)N(C)C2(c3ccccc3)N(C)C(=O)N(C)C12c1ccccc1 (configuration not stated),-7.3
Cn1ccnc1Sc1nnnn1-c1ccccc1,-5.9
Cc1ccc(CCNC(=O)CN2CCN(Cc3ccccc3F)C2=O)cc1,-20.2
Cc1ccc(OCCCC(=O)Nc2ccc(Br)cc2)cc1,1.8
CCCOc1c(OC)cccc1C1CC(=O)Nc2cc(OC)c(OC)c(OC)c21 (configuration not stated),-1.9
Cc1ccccc1-n1c(SCC(=O)Nc2ccc3c(c2)OCO3)nnc1-c1ccccn1,-1.7
CCCCC(=O)NC(N1CCCCC1)C(Cl)(Cl)Cl (configuration not stated),-18.9
# (next part)
SMILES,RAD54 branch
CCc1ccc(OCC(=O)NC(NC(=S)Nc2ccc(C)cc2C)C(Cl)(Cl)Cl)cc1 (configuration not stated),-1.8
CS(=O)(=O)N(CC(=O)Nc1cccc(F)c1)c1cccc([N+](=O)[O-])c1,-11.0
COc1cc2[nH]c3c(N4CCN(c5ccccn5)CC4)ncnc3c2cc1OC,26.6
CC(C)N(C(=O)COc1ccc(Br)cc1Cl)C(C)C,11.3
CCCCOC(=O)C1=C(C)Nc2ncnn2C1c1ccc(OC)c(OC)c1OC (configuration not stated),-5.5
C#CCOCCOCCOCCNc1nc(N2CCN(C(=O)[C@H]([C@@H](C)CC)n3cc([C@@H](N)Cc4ccc(O)cc4)nn3)CC2)nc(N2CCN(C(=O)[C@H](CCCCN)n3cc([C@@H](N)C(C)CC)nn3)CC2)n1 (some centres not stated),-5.9
CCN(CC)CCCC(C)NC1=NCCCCC1 (configuration not stated),-28.6
Cc1ccc(C(=O)OCc2cn3ccccc3n2)cc1,-0.6
CCSCCNC(=O)c1cc(-n2cnnc2)ccc1Cl,0.2
O=C(NCc1ccco1)c1cc(S(=O)(=O)N2CCCc3ccccc32)ccc1Cl,15.3
C(=C\CSc1nnnn1-c1ccccc1)/CSc1nnnn1-c1ccccc1,-11.2
CN(C)S(=O)(=O)N(CC(=O)N(Cc1ccccc1)Cc1ccccc1)c1ccccc1,-4.7
CC(=O)Nc1cccc(Oc2ccc(-c3noc(C)n3)cc2)c1,2.5
NC(=O)C(c1ccccc1)C1CCCC1 (configuration not stated),5.8
O=c1c2ccccc2nc(SCc2nc3ccccc3s2)n1Cc1ccco1,-10.8
Cc1cc(C)n(-c2ccc(C(=O)NCc3ccc4c(c3)OCO4)cc2)n1,11.3
COc1cccc(NC(=O)CSc2nnc(-c3cc(C)n(-c4ccccc4)c3C)o2)c1,7.4
O=S(=O)(CCc1ccccc1)/N=C/c1cccs1,-7.7
Cc1ccc(S(=O)(=O)N2CCCC2C(=O)N(C)Cc2cccs2)cc1 (configuration not stated),19.5
COC(=O)c1ccc(Oc2nc(C(N)=O)cc(-c3ccccc3)n2)cc1,0.7
CCOC(=O)c1cc(-c2cccs2)nn1CCC#N,-4.3
Nc1ncc(-c2cc3ccccc3oc2=O)s1,-12.6
Cc1nc(SCc2ccccc2)c(C(F)(F)F)c(=O)[nH]1,-9.9
COc1ccc(CNC(=O)CN(Cc2ccc(C)cc2)S(=O)(=O)c2ccc(Cl)cc2)cc1,6.2
CCOC(=O)Cn1cnc2c(nnn2-c2ccc(C)cc2)c1=O,-6.9
# Remaining list, next part.
SMILES,RAD54 branch
COCC(C)OC(=O)c1c(N)n(CC(C)C)c2nc3ccccc3nc12 (configuration not stated),-12.0
O=C(c1ccco1)N1CCN(C(=O)c2ccc(COc3ccc(F)cc3)o2)CC1,3.3
c1coc(Cn2c(SCc3nc4ccccc4[nH]3)nnc2-c2cnccn2)c1,1.0
CCN1CCN(C(=O)c2c(-c3c(F)cccc3Cl)noc2C)CC1,-9.8
Cc1cccc(NC(=O)CNC(=O)Cn2ncc(Cl)c(Cl)c2=O)c1C,-4.2
O=C(CN1CCOCC1)Nc1ncc(Cc2ccccc2Cl)s1,-0.7
Cc1ccc2oc3nc(C)c(C(=O)O)cc3c(=O)c2c1,-10.2
CN(C)CC(O)COc1cc2ccccc2cc1C(=O)N1CCCCC1 (configuration not stated),14.2
O=C(CSc1nncs1)N1c2ccccc2Sc2ccccc21,5.0
CCOC(=O)[C@H]1[C@H]2COc3ccc(Cl)cc3[C@@H]2N2C(=O)[C@H](C)NC(=O)[C@@]12C,1.6
O=c1c2c3c(sc2n(CCN2CCCC2)c(=O)n1Cc1ccco1)CCCCC3,-6.0
CCc1nnc(NC(=O)C2CCCN(c3nc(C)cc(C)n3)C2)s1 (configuration not stated),-0.2
CCOC(=O)C1=C(C)N=C2SC(C)C(=O)N2C1c1ccc(C(=O)OC)cc1 (configuration not stated),5.2
CCOC(=O)c1cccc(NC(=O)CSc2nnc(-c3ccoc3C)n2CCOC)c1,-8.7
O=C(O)c1cc(=O)c2cc(Cl)ccc2o1,-1.4
Cc1ccc(N2C(=O)C3C4CC(=O)C(c5ccccc54)C3C2=O)cc1 (configuration not stated),-8.6
Nc1nc(CSc2ccccn2)nc(Nc2ccccc2)n1,11.1
CC1(O)c2ccccc2C(=O)N1Cc1ccccc1 (configuration not stated),-0.5
CC1CCN(S(=O)(=O)c2ccc(NC(=O)CSc3nnnn3C)cc2)CC1,1.2
CS(=O)(=O)N1CCN(c2ncccn2)CC1,-5.2
O=C(O)C1CCC(=O)N1C1CCCC1 (configuration not stated),-10.4
COC(=O)c1ccccc1S(=O)(=O)N1Cc2cc([N+](=O)[O-])ccc2Oc2ccccc21,-5.1
CCOC(=O)Cc1c(C)nc2c(-c3ccc(Cl)cc3)c[nH]n2c1=O,-2.8
CC(C)CC(=O)N1CCN(S(=O)(=O)c2ccccc2)CC1,1.3
CSc1nc(N)c(C#N)c(-c2ccccc2Cl)c1C#N,-2.4

# The closing 4 entries of the section above lead into the next:
SMILES,RAD54 branch
COC(=O)c1ccccc1S(=O)(=O)N1Cc2cc([N+](=O)[O-])ccc2Oc2ccccc21,-5.1
CCOC(=O)Cc1c(C)nc2c(-c3ccc(Cl)cc3)c[nH]n2c1=O,-2.8
CC(C)CC(=O)N1CCN(S(=O)(=O)c2ccccc2)CC1,1.3
CSc1nc(N)c(C#N)c(-c2ccccc2Cl)c1C#N,-2.4
Cn1c(CCc2ccccc2)nnc1SCC(=O)N1CCCC1,-14.5
COc1ccc(OC)c(NC(=O)CSc2ncccn2)c1,2.0
Cc1ccc2oc3c(c(=O)c2c1)C(c1cccs1)N(CCCN(C)C)C3=O (configuration not stated),9.5
CCOC(=O)C1=C(CSCc2ccccc2)NC(=O)NC1c1cc(C)ccc1C (configuration not stated),3.2
CCN=C1SC(CC(=O)Nc2sc3c(c2C#N)CCCC3)C(=O)N1CC (configuration not stated),-7.0
CC1SC(c2ccccc2Cl)NC1=O (configuration not stated),-4.9
COCCOC(=O)C1=C(C)Nc2ncnn2C1c1ccc(F)cc1 (configuration not stated),-10.9
CCCNC(=O)c1ccc(OC)cc1OC,10.2
Cn1cc(C(=O)NCN2CCCCC2)c2ccccc21,0.5
COC(=O)c1cc2sc(Cl)cc2n1CC(=O)Nc1ccc(OC)c(OC)c1OC,-6.5
CC1CC(C)(C)NCCNC(C)CC(C)(C)NCCN1 (configuration not stated),7.4
CCC(=O)Nc1ccccc1C(=O)N1CCN(Cc2ccccc2)CC1,8.3
Cn1c(=O)c2c(nc(CN3CCN(c4ccccc4F)CC3)n2CCCc2ccccc2)n(C)c1=O,5.2
COC(=O)C1=C(N)Oc2cc(C)n(CC3CCCO3)c(=O)c2C1c1ccccc1 (configuration not stated),0.4
CCOC(=O)c1ccc(N2C(=O)CC(C3CCCO3)C2=O)cc1 (configuration not stated),-6.8
Nc1c(S(=O)(=O)c2cccc(Cl)c2)c2nc3ccccc3nc2n1CCN1CCOCC1,0.6
Cc1csc(NC(=O)CSc2nncn2C)n1,-9.6
S=C(c1ccc[nH]1)N1CCOCC1,1.0
O=C(CCCSc1ccc(Cl)cc1)Nc1ccccc1O,-1.2
CC1Cc2ccccc2N1C(=O)CN1CCC(n2nnc3cc(C(F)(F)F)ccc32)CC1 (configuration not stated),1.5
c1ccc(-c2nc(NC3CC3)nc(-n3ccnc3)n2)cc1,-4.3
CCC(C)NC(=O)c1ccccc1NC(=O)c1ccccc1N(C)S(C)(=O)=O (configuration not stated),-5.2
COc1ccc(CCNC2=C(Cl)C(=O)N(CCc3ccccc3)C2=O)cc1OC,-5.6
CCOC(=O)N/N=C\c1ccc([N+](=O)[O-])o1,-5.1
c1ccc(OCCOc2ccccc2-c2nnco2)cc1,4.7

# 4 entries from above, with each value named.
> CCOC(=O)Cc1c(C)nc2c(-c3ccc(Cl)cc3)c[nH]n2c1=O
- RAD54 branch = -2.8

> CC(C)CC(=O)N1CCN(S(=O)(=O)c2ccccc2)CC1
- RAD54 branch = 1.3

> CSc1nc(N)c(C#N)c(-c2ccccc2Cl)c1C#N
- RAD54 branch = -2.4

> Cn1c(CCc2ccccc2)nnc1SCC(=O)N1CCCC1
- RAD54 branch = -14.5

# Further structures.
SMILES,RAD54 branch
COc1ccc(C(=O)N2CCN(Cc3ccccc3C)CC2)cc1OC,-9.2
COc1ccc(-c2nc3c(c(=O)n(C)c(=O)n3C)n2CC2CC(c3ccccc3)=NO2)cc1OC (configuration not stated),8.3
O=C(CCC(=O)N(c1ccccc1)C(C(=O)NC1CCCC1)c1ccncc1)Nc1cccnc1 (configuration not stated),1.5
Clc1ccc(Sc2cnc3ccccc3n2)cc1,-15.9
Cc1nc2ccccc2nc1CSc1nnc(N)s1,-3.4
Cc1nc2sc(C(c3ccc(Cl)cc3)N3CCN(C(=O)c4ccco4)CC3)c(O)n2n1 (configuration not stated),2.5
Cn1nnc2cc(C(=O)N3CCSCC3)ccc21,-7.3
CC(C)Sc1nc(C(F)(F)F)cc(=O)n1-c1ccccc1,-6.7
COn1c(SC(C)C)nc2ccccc2c1=O,6.2
CCN(CC)CCN1C(=O)C(=O)/C(=C(/O)c2cnn(-c3ccccc3)c2C)C1c1cccnc1 (configuration not stated),-0.5
Cc1ccc(-c2nc3ncccn3c2NC(=O)C2CC2)cc1,7.6
CCC(C)C(NC(=O)c1ccccc1NC(=O)c1ccco1)C(=O)O (configuration not stated),-1.3
COc1ccc(N2CCN(C(c3cccs3)C(C)NC(=O)c3ccco3)CC2)cc1 (configuration not stated),-0.4
CCN1CCN(c2ncc(C(=O)N3CCCc4ccccc43)c3ccccc23)CC1,5.2
COCCOC(=O)C1=C(C)NC(=O)NC1c1cn(-c2ccccc2)nc1-c1cccs1 (configuration not stated),1.5
Cc1cccc(OCc2nnc(SCC(=O)N3CCCC3)n2C)c1,-15.1
Cc1cccc(C(=O)N2CCCN(C(=O)c3cccc(C)c3)CC2)c1,1.0
CCOC(=O)C1CCN(C=Nc2cc(C)on2)CC1,6.7
Cc1ccc(SCCC(=O)NC(C)C)cc1,-10.3
Cc1cc2c3c(c1)C1(C(=O)N3C(C)(C)CC2C)C(C#N)=C(N)OC2=C1C(=O)CC(C)(C)C2 (configuration not stated),0.2
Clc1ccc(-c2nnc(SCc3nc4ccccc4[nH]3)o2)c(Cl)c1,6.0
CCc1ccc(C2(C)SC(NC(C)=O)=NN2C(C)=O)cc1 (configuration not stated),2.3
COc1ccc(-c2nnc(-c3ccc(Br)o3)o2)cc1OC,-10.6
Cc1[nH]n2c(=O)c3c(nc2c1-c1ccccc1)CCCC3,0.1
Cc1[nH]n2c(=O)c3c(nc2c1-c1ccc(Cl)cc1)CCC3,-10.1
Cn1c(=O)[nH]c(=O)c2c1nc1n2CCN1Cc1ccccc1,-23.2
Oc1ccccc1C1=NOC(O)(C(F)F)C1 (configuration not stated),-2.0
O=S(=O)(NCc1ccccc1)c1cnc[nH]1,-7.3

# A portion of the library. The share of hits here may be higher or lower than overall.
